Compound activity: PubChem BioAssay, several laboratories
Vc quorum ag: inducers of Vibrio cholerae quorum light production without autoinducers; activation, % at 18.7 µM; V. cholerae BH1578 lux reporter, luminescence, 6 h; AID 588436; 0.16% of 350,000 active; in the data active means activation mostly above about 9.7%, no sharp cut-off; inconclusive means no clear call, values can overlap the other calls; inactive means mostly below about 3.7%; further: not every result past the cut was called active; inactives centre near 0; reference of the scale not given here
3CLpro inhibitor: SARS-CoV 3CLpro protease inhibition; P0C6X7; 0.14% of 290,000 active; AID 1706; inhibition, % at 6 µM; recombinant SARS-CoV 3CLpro, quenched FRET peptide cleavage; in the data active means inhibition above about 12%
Yp Topo-I inh: blocks Yersinia pestis topoisomerase I activity | activity, % at 10 µM | AID 504884 | 0.064% of 360,000 active | Y. pestis Topo-I cleavage product accumulation, plate reader; in the data active means activity above about 50%, passing the limit was not always enough; inconclusive means no clear call, values can overlap the other calls; further: inactives centre near 2
BoNT A protease: blocks Botulinum neurotoxin A light chain protease; multiplex microsphere protease substrate cleavage, flow cytometry; inhibition, % at 10 µM; 0.17% of 360,000 active; AID 588499; further: plate controls were buffer without enzyme for full effect and enzyme alone for no effect
PfHsp40 yeast: rescue of PfHsp40-mediated yeast toxicity | 0.68% of 340,000 active | S. cerevisiae expressing PfHsp40, growth rescue, ATP luminescence | growth rescue, % at 12.5 µM; in the data active means growth rescue above about 28%, passing the limit was not always enough; inconclusive means no clear call, values can overlap the other calls;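 further: yeast W303a lacking pdr1 and pdr3 grown in galactose medium; growth measured after three days at 30 °C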
Anthrax LF prot: anthrax lethal factor protease inhibition; inhibition, % at 10 µM; P15917; 0.12% of 360,000 active; multiplex microsphere protease cleavage assay, LF; further: plate controls were buffer without enzyme for full effect and enzyme alone for no effect
PrPC surface inh: cell surface PrPC inhibition, primary TR-FRET screen | TR-FRET read-out | inhibition, % at 13.8 µM | 0.43% of 370,000 active; in the data active means inhibition above about 24%; further: 0% = median of the test wells and 100% = reference compound wells
PriA SSB inh: inhibitors of Klebsiella pneumoniae PriA binding to SSB C-terminal tail. AlphaScreen SSBct-PriA binding, biotinylated peptide. inhibition, % at 33 µM. 0.6% of 430,000 active; in the data active means inhibition mostly above about 37%, no sharp cut-off; inactive means mostly below about 20%;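 further: plate controls were negative control peptide for no effect and reference peptide for full effect; strong numbers were not always called active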
TcdB inh: TcdB glycohydrolase inhibition; P18177; TcdB glycohydrolase enzymatic assay, plate reader; inhibition, % at 9.99 µM; 0.24% of 350,000 active; AID 652162; in the data active means inhibition above about 10%
Target sequence (P18177 whole entry, looked up): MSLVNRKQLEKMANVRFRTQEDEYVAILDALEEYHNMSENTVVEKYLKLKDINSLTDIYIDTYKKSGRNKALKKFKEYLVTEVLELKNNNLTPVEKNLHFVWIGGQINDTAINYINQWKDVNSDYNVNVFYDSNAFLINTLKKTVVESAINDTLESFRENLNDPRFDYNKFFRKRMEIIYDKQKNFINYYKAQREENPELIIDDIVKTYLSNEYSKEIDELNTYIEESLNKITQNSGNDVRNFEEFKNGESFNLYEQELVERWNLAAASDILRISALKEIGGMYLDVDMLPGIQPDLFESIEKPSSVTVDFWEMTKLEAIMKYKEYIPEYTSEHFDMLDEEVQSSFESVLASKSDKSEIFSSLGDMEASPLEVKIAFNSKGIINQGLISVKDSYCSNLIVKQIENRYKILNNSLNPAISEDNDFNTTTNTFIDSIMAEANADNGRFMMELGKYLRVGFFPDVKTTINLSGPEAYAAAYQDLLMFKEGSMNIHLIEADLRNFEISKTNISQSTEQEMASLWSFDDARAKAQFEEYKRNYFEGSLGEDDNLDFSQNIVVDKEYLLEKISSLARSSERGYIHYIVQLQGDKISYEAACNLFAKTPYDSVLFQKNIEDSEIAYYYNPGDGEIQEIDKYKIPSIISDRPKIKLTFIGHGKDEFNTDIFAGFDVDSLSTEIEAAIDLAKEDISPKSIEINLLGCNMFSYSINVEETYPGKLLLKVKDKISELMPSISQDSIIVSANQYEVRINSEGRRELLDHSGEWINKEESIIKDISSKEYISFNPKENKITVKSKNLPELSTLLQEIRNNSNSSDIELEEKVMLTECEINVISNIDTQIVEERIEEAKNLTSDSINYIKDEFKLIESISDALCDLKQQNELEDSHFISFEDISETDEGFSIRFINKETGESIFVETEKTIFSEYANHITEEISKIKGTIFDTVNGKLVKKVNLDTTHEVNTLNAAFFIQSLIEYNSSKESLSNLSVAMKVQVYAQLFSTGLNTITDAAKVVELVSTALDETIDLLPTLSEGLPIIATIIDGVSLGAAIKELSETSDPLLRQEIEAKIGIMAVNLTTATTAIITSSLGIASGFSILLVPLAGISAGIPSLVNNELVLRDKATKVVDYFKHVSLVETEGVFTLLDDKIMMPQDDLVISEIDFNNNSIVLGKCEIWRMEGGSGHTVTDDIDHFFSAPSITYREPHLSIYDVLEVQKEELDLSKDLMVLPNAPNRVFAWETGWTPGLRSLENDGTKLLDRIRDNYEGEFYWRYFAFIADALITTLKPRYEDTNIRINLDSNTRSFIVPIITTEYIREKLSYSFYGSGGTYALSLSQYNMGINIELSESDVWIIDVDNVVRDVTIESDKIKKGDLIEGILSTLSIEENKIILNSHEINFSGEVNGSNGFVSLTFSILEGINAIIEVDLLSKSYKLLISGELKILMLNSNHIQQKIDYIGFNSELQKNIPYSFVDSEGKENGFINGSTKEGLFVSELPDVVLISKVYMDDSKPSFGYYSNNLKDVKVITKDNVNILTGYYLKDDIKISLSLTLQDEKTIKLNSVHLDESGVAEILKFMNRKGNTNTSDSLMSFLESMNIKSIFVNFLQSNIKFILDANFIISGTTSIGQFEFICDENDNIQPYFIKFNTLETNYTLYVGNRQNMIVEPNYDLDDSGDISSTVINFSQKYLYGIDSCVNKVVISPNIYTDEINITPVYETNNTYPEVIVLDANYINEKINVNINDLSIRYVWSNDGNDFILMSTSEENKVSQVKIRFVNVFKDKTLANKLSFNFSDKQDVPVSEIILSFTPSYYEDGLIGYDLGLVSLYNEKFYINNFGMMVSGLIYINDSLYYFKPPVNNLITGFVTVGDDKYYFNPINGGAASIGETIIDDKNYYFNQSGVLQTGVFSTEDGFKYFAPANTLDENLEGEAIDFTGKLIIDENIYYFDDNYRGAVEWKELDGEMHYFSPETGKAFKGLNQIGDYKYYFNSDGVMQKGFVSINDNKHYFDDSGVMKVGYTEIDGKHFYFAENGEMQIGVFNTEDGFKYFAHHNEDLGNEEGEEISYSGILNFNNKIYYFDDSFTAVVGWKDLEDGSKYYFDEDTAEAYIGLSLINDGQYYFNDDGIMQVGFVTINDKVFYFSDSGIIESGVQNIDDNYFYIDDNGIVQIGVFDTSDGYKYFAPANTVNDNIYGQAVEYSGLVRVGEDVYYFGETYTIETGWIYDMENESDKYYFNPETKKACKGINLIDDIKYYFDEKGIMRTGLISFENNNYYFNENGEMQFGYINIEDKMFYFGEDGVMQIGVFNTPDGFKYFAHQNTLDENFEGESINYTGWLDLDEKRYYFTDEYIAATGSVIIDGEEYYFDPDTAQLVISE
* marks the source's active call; other numbers are inactive results; i = inactive; ? = inconclusive; nt = not tested or not shown. Unless noted, no stated cut-off is given here; in the data, active means inhibition above about 30%; inconclusive means no clear call, values can overlap the other calls; inactive means below that. Not all compounds are listed; count on the stated rates, not on these rows.

SMILES,Vc quorum ag,3CLpro inhibitor,Yp Topo-I inh,BoNT A protease,PfHsp40 yeast,Anthrax LF prot,PrPC surface inh,PriA SSB inh,TcdB inh
COc1ccc(C(=O)C(C)[n+]2ccc(C)c3ccccc32)cc1[N+](=O)[O-] (stereo unspecified),-1.8,2,-4,?,1.2,?,-5,10,-0.4
CCCc1cc(=O)[nH]c(SCC(=O)N(C)Cc2ccccc2)n1,-2.8,0,8,1.4,-0.3,7,2,-3,nt
Cc1ccc(-c2cc(C(=O)Nc3c(C#N)cnn3C)no2)cc1,-0.3,2,-2,-3.5,-0.8,-8,1,4,-1.0
COc1ccccc1CNS(=O)(=O)c1c(C(=O)N2CCCCC2)c(C)n(C)c1C,-1.0,2,5,0.8,-0.4,-1,8,-2,0.0
COC(=O)C1=CN(c2ccc(OC)cc2)C=C(C(=O)OC)C1c1cc(OC)c(OC)cc1OC,1.6,7,23,-4.4,-1.5,0,-2,0,-0.4
CCC(C(=O)OCC(=O)Nc1cc(Cl)cc(Cl)c1)c1ccccc1 (stereo unspecified),-2.3,4,-3,-0.2,4.9,-1,9,-47,-3.8
COc1ccc(N2C(=O)/C(=C/c3cccs3)NC2=S)cc1,-0.3,0,0,-1.3,-0.4,-4,-17,16,0.7
Cc1ccc(NC(=O)COC(=O)C2(C)CC2(Cl)Cl)cc1S(=O)(=O)N1CCOCC1 (stereo unspecified),5.0,nt,-2,1.6,0.6,1,5,-3,-4.6
O=C(Nc1ccc(S(=O)(=O)Nc2ncccn2)cc1)c1ccc(N2CCCC2=O)cc1,-0.1,3,-2,-1.4,-0.8,0,5,-15,2.4
CCCCn1c(CN2CCN(CCO)CC2)nc2ccccc21,-5.0,-2,2,0.2,-1.4,-3,-7,-2,nt
CC(=O)Nc1nnc(SCC(=O)Nc2ccc(N3CCOCC3)c(Cl)c2)s1,-0.4,0,-2,0.5,0.0,-4,-5,2,1.1
CN(C)c1cccc2c(S(=O)(=O)NCc3ccc(S(N)(=O)=O)cc3)cccc12,i,8,5,0.0,-1.6,0,-10,-10,1.8
Cc1nnc(SCC(=O)N2c3ccccc3C(C)(c3ccc(Cl)cc3)CC2(C)C)s1 (stereo unspecified),i,5,25,0.7,0.5,1,1,3,nt
CCOc1ccc(CCNc2nc3ccccc3n3c(C)nnc23)cc1OCC,-0.5,0,-4,0.5,nt,-3,-2,-3,0.5
O=C(O)c1ccc(N/N=C2/CCSc3ccc(F)cc32)cc1,-0.4,7,-9,-0.6,0.0,-2,6,nt,-0.9
CCOc1ccc2oc(C(=O)OCC(=O)NC(=O)NC3CCCC3)c(C)c2c1,-0.3,-3,0,-0.4,0.0,-5,-1,-6,nt
Cc1ccc(C(=O)N(c2ccccn2)C(C)c2ccco2)cc1C (stereo unspecified),6.1,6,-3,?,-0.9,-3,1,-9,nt
CCOc1cccc(C2C(C(=O)c3ccc(C)o3)=C(O)C(=O)N2c2nnc(C)s2)c1 (stereo unspecified),i,nt,-3,1.5,0.3,-9,2,8,0.9
CN1CCN(c2ccc(-c3ccc4ccccc4n3)cc2)CC1,-1.6,0,-6,-1.2,-0.6,5,-16,-2,2.7
COc1ccc(/C=N/NC2=NCCCCC2)c(OC)c1,-1.7,-2,-2,-0.3,-0.7,-2,-3,nt,-1.4
CC(C)N1CCN(S(=O)(=O)c2ccccc2)c2ccccc21,i,nt,1,-0.4,-0.5,-4,-1,2,7.0
COc1cc(OC)c2c(-c3cccc(-c4cccc(N)c4)c3)cc(=O)oc2c1,i,nt,23,-0.6,0.7,-8,4,5,-0.8
CCOC(=O)Cn1c2ccc(C)cc2c2nc(C)sc21,i,-3,?,-0.5,0.3,-2,2,-2,1.5
CCCc1cc(=O)oc2cc(C)cc(OCC(=O)NCc3cccnc3)c12,-0.2,0,3,0.2,0.1,2,1,7,0.0
CC1(C)c2ccccc2N2CC(=O)N(CC(N)=O)C21C (stereo unspecified),i,1,3,0.6,-1.4,-2,-2,-10,nt
CCOC(=O)N1CCN(C(=O)Cn2nc(C)n3nc(-c4ccc(OC)cc4)cc3c2=O)CC1,i,0,9,-2.1,0.4,4,3,-9,-2.8
CC1=Nc2ccccc2N=C(NC(=O)c2ccccc2)C1c1ccccc1 (stereo unspecified),0.1,4,15,-0.8,1.3,8,5,-1,0.6
Cc1ccc(OCC(=O)N(Cc2cccc(F)c2)C2CCS(=O)(=O)C2)cc1 (stereo unspecified),i,-7,5,0.8,1.6,-1,-2,0,0.9
CCn1ncc(Br)c1C(=O)Nc1ccccc1C(F)(F)F,-0.3,-8,-5,-1.7,0.5,0,0,-7,-1.6
O=C(O)/C=C/c1cn(Cc2ccccc2)nc1-c1cccs1,-0.7,3,-6,0.0,0.6,-5,-2,6,3.5
CNS(=O)(=O)c1cccc(C(=O)NCC2CCCCC2)c1,i,-1,5,-5.0,0.1,-16,11,-4,4.5
COc1ccc(NS(=O)(=O)c2ccc(NC(=O)c3ccccn3)cc2)cc1,i,nt,7,-0.1,0.5,0,3,-3,-0.3
CC(NC(=O)Cc1cccc(C(F)(F)F)c1)c1ccc(F)cc1 (stereo unspecified),-0.2,2,-12,-0.6,-0.2,-8,6,-8,2.5
Cc1ccc(CNC(=O)COc2ccc(S(=O)(=O)N3CCCC3)cc2)cc1,-0.3,3,6,-3.9,-1.7,-6,-9,-7,-0.9
CC(C)(C)c1ccc(C(=O)Nc2ccc(C=C(C#N)C#N)cc2)cc1,-0.7,-5,-4,0.3,-1.7,-2,7,-21,nt
COc1cc2c(cc1NC(=O)c1ccncc1)oc1ccccc12,-0.7,1,23,-0.4,6.6,-2,nt,-13,nt
CCOP(=O)(OCC)c1nc(-c2cccc([N+](=O)[O-])c2)oc1N1CCCCC1,-0.3,-2,6,0.1,-1.3,2,-11,2,1.0
COc1ccc(OCCOC(=O)c2ccc(F)c(S(=O)(=O)N3CCOCC3)c2)cc1,i,nt,29,nt,2.4,nt,7,-5,0.7
Nc1ccc2c(c1)N=[N+]([O-])c1cc(N)ccc1C2,-0.5,1,2,0.0,0.1,-6,-4,nt,1.1
O=C(Oc1ccc2c(c1)OCC2=O)c1ccc(Cl)cc1,i,-3,2,?,-0.6,6,-5,-7,-2.2
c1coc(-c2nc3c4c5c(sc4ncn3n2)CCCC5)c1,i,-4,-5,-0.6,-0.7,4,-1,-5,nt
Cc1ccc(C(=O)OC(C)C(=O)Nc2ccc(Cl)cn2)s1 (stereo unspecified),-3.0,nt,2,-0.7,-1.3,-8,-4,-15,1.3
CCOC(=O)C1=NN(c2ccc([N+](=O)[O-])cc2)CC1C(=O)OC (stereo unspecified),-0.2,1,1,5.0,0.4,2,-21,-14,nt
COc1ccc(C(=O)Nc2ccnn2C2CCN(Cc3ccc4nonc4c3)CC2)cc1,1.4,-1,10,1.2,-0.2,-4,-39,3,0.7
O[C@@H]1COC(Nc2ccc(N=Nc3ccccc3)cc2)C[C@@H]1O (stereo partly specified),nt,1,nt,nt,nt,nt,-4,1,0.2
CC(=O)c1cccc(OCC(=O)N2CCCc3ccccc32)c1,i,0,-4,1.3,-0.6,-4,1,-21,0.7
CCn1ccc(C(=O)NC2=NCCS2)n1,-0.2,-2,2,-0.1,-0.4,-1,-3,10,-0.5
C=CCn1c(CNC(=O)c2cccs2)n[nH]c1=S,0.0,1,-6,2.0,18,3,-3,-6,nt

Record cards, from the list above. Order of screens: Vc quorum ag | 3CLpro inhibitor | Yp Topo-I inh | BoNT A protease | PfHsp40 yeast | Anthrax LF prot | PrPC surface inh | PriA SSB inh | TcdB inh
`O=C(Oc1ccc2c(c1)OCC2=O)c1ccc(Cl)cc1` across the screens: i | -3 | 2 | ? | -0.6 | 6 | -5 | -7 | -2.2
`CCn1ccc(C(=O)NC2=NCCS2)n1` across the screens: -0.2 | -2 | 2 | -0.1 | -0.4 | -1 | -3 | 10 | -0.5
`CCOP(=O)(OCC)c1nc(-c2cccc([N+](=O)[O-])c2)oc1N1CCCCC1` across the screens: -0.3 | -2 | 6 | 0.1 | -1.3 | 2 | -11 | 2 | 1.0

Additional entries.
SMILES,Vc quorum ag,3CLpro inhibitor,Yp Topo-I inh,BoNT A protease,PfHsp40 yeast,Anthrax LF prot,PrPC surface inh,PriA SSB inh,TcdB inh
CN(C(=O)CSc1nnc(Nc2ccccc2F)s1)C1CCS(=O)(=O)C1 (stereo unspecified),-1.6,nt,-1,0.8,8.3,-1,-2,-9,2.2
CN(C)c1ccc(/C=N/N2C(=S)SC(C)(C)C2N(O)C(=O)Nc2ccc([N+](=O)[O-])cc2)cc1 (stereo unspecified),-0.1,-4,32,0.0,-1.0,-1,-4,nt,nt
Brc1[nH]nc2ccccc12,i,0,-4,0.0,0.2,2,-1,-12,1.2
Cc1cc(C)c2nc(Nc3nc(CSc4nc5ccccc5[nH]4)cc(=O)[nH]3)nc(C)c2c1,-3.7,nt,1,0.1,-0.2,-2,1,4,0.9
CC1CCCCN1C(=O)CSc1nc(C2CC2)nc2ccccc12 (stereo unspecified),-0.4,-3,20,-1.6,0.0,1,2,-8,0.7
Cc1nn2c([nH]c(=O)c3ccccc32)c1C=O,0.4,1,-6,0.0,1.8,-1,nt,-3,2.1
O=C(NCCc1ccccn1)c1cc(-c2cccc3ccccc23)nc2ccccc12,i,-6,26,0.1,1.9,0,0,-5,nt
C[C@@H]1CC(=O)[C@H]2CC(CO)=CCC[C@@H]2[C@@]1(C)CC/C(=C/CO)CO,-0.4,nt,8,0.3,-0.6,-1,nt,-8,nt
Cc1ccc(Cn2c(C(CO)Nc3nc(-c4ccc(Cl)c([N+](=O)[O-])c4)cs3)nc3ccccc32)cc1 (stereo unspecified),0.3,nt,-4,0.2,0.4,-2,5,-5,0.3
O=C(CCc1ccccc1)Nc1cc(Cl)ccc1O,-3.3,4,-7,-1.2,-0.6,-2,2,-16,nt
COc1ccc2oc(C(=O)OCC(=O)c3ccc4c(c3)OCCO4)c(C)c2c1,1.3,4,-1,-0.3,72*,0,-2,1,nt
CC(O)[C@H]1CNC(=O)C(=O)N1CCc1cc(C(F)(F)F)cc(C(F)(F)F)c1 (stereo partly specified),i,nt,0,-0.9,0.6,6,-3,-12,-0.5
C=CCn1c(SCc2cccc(OC)c2)nnc1-c1ccncc1,0.7,-1,3,-3.8,-2.0,12,10,-7,-13
COc1ccc(CCNC(=O)c2ccc(OCc3c(C)noc3C)cc2)cc1OC,i,nt,-2,1.7,-1.1,5,-9,-3,-0.6
CC1CCCN(C(=O)CCNC(=O)c2ccccc2Cl)C1 (stereo unspecified),i,0,9,-0.4,0.7,0,-7,-3,-4.1
Cc1cccc(S(=O)(=O)c2c(N)n(/N=C/c3cccnc3)c3nc4ccccc4nc23)c1,i,4,2,0.4,-1.4,2,13,nt,nt
CC1(C)CC(Cc2ccc(Cl)nc2)N(C(=O)OC(C)(C)C)C1 (stereo unspecified),-0.4,nt,-2,-0.1,nt,0,3,nt,-7.9
COc1ccc(CNC(=O)C/C(C)=N/NC(=O)Cc2ccc(OC)c(OC)c2)cc1,-0.1,-1,5,0.0,-0.5,0,2,nt,nt
COc1cc(CNc2ccc(O)cc2)cc(Br)c1OCc1ccccc1,1.7,4,-4,-1.3,0.6,-11,-16,1,3.4
Cc1cccc(N2CCN(C(=O)c3cc4cc(F)ccc4[nH]3)CC2)c1C,i,5,22,-0.1,0.9,2,nt,-14,0.1
O=C(Nc1ccccc1C(=O)Nc1ccc2c(c1)OCO2)c1ccco1,0.4,0,4,-0.5,1.1,-6,-5,-4,nt
CC(C)NC(=O)COC(=O)c1ccccc1C(=O)c1ccccc1,i,2,-3,0.2,0.2,-3,0,-7,1.1
O=C(COc1ccccc1[N+](=O)[O-])N/N=C/c1ccc[nH]1,0.6,-2,-8,-1.0,-1.0,7,0,nt,4.1
